Screens from PubChem BioAssay.
ZTA counter: counter-screen for EBNA-1 inhibitors: inhibitors of Epstein-Barr virus ZTA; 0.15% of 320,000 active; ZTA-DNA binding, fluorescence polarization; inhibition, % at 11 µM; in the data active = inhibition above about 33%
procasp3 activ: activators of human procaspase-3 D3A mutant, primary screen, biochemical, absorbance, PC-3 D3A mutant, single concentration; Caspase-3 (Homo sapiens), P42574; recombinant procaspase-3 D3A, Ac-DEVD-pNA absorbance 405 nm; activation, % at 8.5 µM; 0.11% of 330,000 active;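 active = activation above the mean of all tested compounds plus 3 SD, cut at about 21% in these data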;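 also: 0% = DMSO alone and 100% = DMSO wells spiked with extra 5 µM PC-3 D3A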
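Assay system – Procaspase-3 D3A mutant · Benchmarks – DMSO low control, extra-enzyme high control · Technique – 405 nm absorbance of p-nitroaniline, reads at 0 and 120 min · Doses – 8.5 µM nominal · Measure – % activation between DMSO and enzyme-spiked controls · Also added – Ac-DEVD-pNA chromogenic peptide substrate · Schedule – 1 h compound preincubation, 2 h substrate hydrolysis at 25 °C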
MEP2-GFP yeast: modulators of MEP2-GFP levels in yeast, primary screen, S. cerevisiae, multiplex flow cytometry, MLPCN library. S. cerevisiae MEP2-GFP strain, 3 h; 100% = DMSO control level. GFP response vs DMSO, % at 10 µM. 0.51% of 330,000 active. AID 2016, 2009;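 active = GFP response versus DMSO above a set limit, roughly screen mean plus 3 SD, cut at about 180% in these data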;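 also: median GFP fluorescence of the barcode-gated MEP2-GFP cells per well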
RPL19A-GFP yeast: RPL19A-GFP expression modulators in yeast, primary screen, cell-based, S. cerevisiae, multiplex flow cytometry, MLPCN | S. cerevisiae RPL19A-GFP strain, 3 h; active compounds read low | percent response vs DMSO, % at 10 µM | 0.3% of 330,000 active | AID 2025, 2009;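 active = percent response vs DMSO below 50%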;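 also: median channel GFP fluorescence of the barcoded RPL19A-GFP strain; ratio of sample median GFP to plate DMSO average so 100% = DMSO; lower means less RPL19A-GFP as with rapamycin TOR inhibition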
AHR activator: AHR activators, primary screen, cell-based, luminescence, luciferase reporter, human; Aryl hydrocarbon receptor (Homo sapiens), P35869; AHR-responsive luciferase reporter cells; activation, % at 5 µM; 2.5% of 320,000 active; AID 2796, 2010; in the data active = activation above about 47%;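 also: 0% = vehicle wells and 100% = reference agonist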
LAP4-GFP MLPCN: modulators of LAP4-GFP expression in yeast, primary screen, S. cerevisiae, multiplex flow cytometry, MLPCN library; GFP response vs DMSO, % at 10 µM; 0.34% of 320,000 active; 3 h; median GFP as percent of DMSO wells; AID 2023, 2009;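 active = GFP response vs DMSO above a set limit, about the screen mean plus 3 SD, cut at about 150% in these data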
EBNA-1 inh: EBNA-1 DNA-binding inhibitors, primary screen, biochemical, fluorescence polarization; inhibition, % at 14.8 µM; 0.34% of 300,000 active; in the data active = inhibition above about 28%
procasp7 counter: procaspase-7 activators, primary screen, counter-screen for procaspase-3 activator project, biochemical, absorbance, HTS, human. Caspase-7 (Homo sapiens), P55210. recombinant procaspase-7, Ac-DEVD-pNA absorbance 405 nm; D23A/D198A/D206A triple mutant, cannot self-cleave; scale: DMSO 0, 5 µM enzyme 100. activation, % at 8.5 µM. 0.093% of 330,000 active. AID 463210, 2010;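 active = percent activation above the screen-wide mean plus 3 SD, cut at about 25% in these data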
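System: Procaspase-7 triple mutant (PC-7 D3A); measure: % activation from two-timepoint absorbance difference, scaled to controls; times: 1 h compound preincubation, 2 h substrate cleavage, 25 °C; also added: Ac-DEVD-pNA substrate, 400 µM as added; measured by: Epi-absorbance of released pNA at 405 nm, two timepoints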
* marks the source's active call; other numbers are inactive results; x = no result given; [ ] = another dose, or the depositor's remark. Compounds were not picked by outcome; any-hit rate near 3.8%.

SMILES	ZTA counter	procasp3 activ	MEP2-GFP yeast	RPL19A-GFP yeast	AHR activator	LAP4-GFP MLPCN	EBNA-1 inh	procasp7 counter
O=C(COc1ccc(F)cc1Br)N1CCN(S(=O)(=O)/C=C/c2ccccc2)CC1	10	1	94	95	1	95	1	8
CC(C)[C@H](NC(=O)NCCC1=CCCCC1)C(=O)O	18	0	98	101	1	92	-9	-7
Cc1cc(C)n(CC(O)Cn2c3ccccc3c3ccccc32)c(=O)n1 (stereo not given)	15	7	95	95	0	89	0	-6
CCc1ccc(NC(=O)CCC(=O)Nc2nnc(C(F)(F)F)s2)cc1	-7	-1	99	102	1	101	6	14
CC(Cl)C(=O)N1c2ccccc2CCc2ccccc21 (stereo not given)	13	-1	102	100	1	108	4	4
CNC(=S)NCCc1c[nH]c2ccc(OC)cc12	-21	-1	98	97	-7	105	4	-9
N#Cc1ccc2ccn(CC(=O)NCc3ccco3)c2c1	6	-4	106	101	7	103	6	8
O=C(N/N=C/C=C\c1ccco1)c1ccccn1	5	-10	104	97	2	139	3	-4
Cc1nnc(NC(=O)CSC2CCCCC2)s1	15	1	98	96	5	89	5	-2
COc1ccc(F)cc1S(=O)(=O)NCC1CCCO1 (stereo not given)	11	-5	96	96	-1	97	-1	6
CC1(C)CCCC2=C1CC1C(=O)N(N)C(=O)C1C2 (stereo not given)	2	-2	100	98	0	100	-1	11
CCn1c(CCNC(=O)c2ccc(Cl)cc2Cl)n[nH]c1=S	1	1	106	100	-2	106	12	-13
COc1cc(OC)cc(C(=O)NC(c2ccccc2)c2ccccc2)c1	9	-7	91	99	5	83	-1	14
COc1ccc(NC(=O)CC2C(=O)N(c3ccc(OC)cc3)C(=O)N2CCN2CCN(C)CC2)cc1 (stereo not given)	-5	0	102	104	0	106	4	7
CCOCC(=O)Nc1ccc(S(=O)(=O)NCCc2ccccc2)cc1	-9	3	115	100	1	100	4	4
CCC(=O)NC(C)C(c1cccs1)N1CCN(c2ccccc2)CC1 (stereo not given)	-6	-7	99	97	-2	103	7	5
O=c1[nH]c2ccc(S(=O)(=O)N3CCCCC3)cc2[nH]1	0	8	109	101	0	98	9	3
CCOC(=O)c1sc(N)c(C(=O)OCC)c1C	-2	-11	101	99	2	113	10	-15
COC(=O)CN(c1cccc(F)c1)S(C)(=O)=O	-8	-8	103	108	4	95	0	-12
CC(=O)c1sc(NC(=O)C2CCN(C(=O)c3ccccc3C)CC2)nc1-c1ccccc1	2	1	103	101	0	101	-1	-1
CC1CCC(NC(=O)c2cc(Cl)nc3ccccc23)CC1 (stereo not given)	3	2	98	97	29	93	x	-6
CCCOc1ccc(C(=O)Nn2c(C)nc3ccccc3c2=O)cc1	1	7	93	91	-2	92	0	2
COc1ccc(C2CC(=O)c3ccccc3O2)cc1 (stereo not given)	4	-2	97	105	-4	124	3	-2
CC(=O)c1ccccc1NC(=O)COC(=O)c1cc(C)oc1C	2	4	113	104	2	110	x	3
C/C(N)=C(/C#N)C(=O)COC(=O)c1ccccc1Oc1ccccc1	-6	3	102	100	0	91	-8	1
CCn1c2ccccc2c2cc(C3C(C#N)=C(N)Oc4n[nH]c(COC)c43)ccc21 (stereo not given)	8	7	98	89	5	117	8	-7
CSCCC(NS(=O)(=O)c1ccc(Cl)cc1)C(=O)OCC(=O)NC1CC1 (stereo not given)	4	-1	107	90	1	86	2	6
OCCCN=C1CCCc2c1[nH]c1ccc(Cl)cc21	5	-1	101	101	-3	119	4	4
CCOc1ccc2[nH]c(=O)c(CN(Cc3cccs3)Cc3nnnn3C(C)(C)CC)cc2c1	-6	1	109	97	2	96	2	-10
CC(C)(C)C(=O)COC(=O)c1cc(S(=O)(=O)N2CCCCC2)ccc1N1CCOCC1	-5	4	103	100	-2	100	0	5
Cc1ccc(NC(=O)CSc2nnc(NC(=O)c3ccco3)s2)cc1	-9	-3	102	101	3	105	11	1
Cc1ccc(S(=O)(=O)NCCCn2ccnc2)cc1C(=O)NC(C)C	5	-5	95	102	0	92	15	4
Cc1ccc[n+](-c2[nH]c(=O)sc2/C=N/N=C(\[O-])CCn2c3ccccc3c3ccccc32)c1	3	-5	94	99	3	124	9	5
CC(O)c1cccc(N=Cc2ccc3ccccc3c2O)c1 (stereo not given)	10	0	84	97	6	91	12	-2
Cc1ccc(-c2noc(CCC(=O)NCc3ccccc3CN3CCOCC3)n2)cc1	8	16	93	94	4	88	x	2
O=c1[nH]c(SCc2ccc(Cl)cc2)nc2[nH]ncc12	8	3	103	105	16	90	-1	-6
COc1ccc(NC(=S)Nc2ccc(N)c([N+](=O)[O-])c2)cc1	1	-12	98	99	62*	103	-4	-18
CC(=O)c1ccc(S(=O)(=O)N(C)CC(=O)NCC2CCCCC2)cc1	-17	7	124	100	-1	106	10	-5
Cc1sc(NC(=O)c2ccco2)c(C(c2ccc(F)cc2)N2CCN(C)CC2)c1C (stereo not given)	-16	4	100	96	2	96	-10	2
COc1cccc(NC(=O)CN(C)C(=O)c2cc3c(s2)CCC3)c1	-9	2	97	96	1	103	5	3
N#C/C(=N\Nc1ccc(S(=O)(=O)N2CCc3ccccc32)cc1)C(N)=S	-5	-37	93	89	1	81	-11	-26
Cc1ccc(NC(=O)CCc2c(C)nn(-c3ccc(N4CCOCC4)nn3)c2C)cc1F	-1	-7	106	99	24	86	-11	-3
C/C(CC(=O)Nc1ccccn1)=N\NC(=O)c1ccccc1O	11	-1	117	98	27	96	10	3
COc1ccc(CCNc2c(N)n(Cc3ccccc3)c(=O)[nH]c2=O)cc1OC	4	2	92	98	11	89	6	-1
CC(=O)c1ccc(-n2nnnc2SCC(=O)Nc2cccc(NC(=O)c3ccco3)c2)cc1	-5	-2	98	100	0	100	9	-7
COc1ccc(OC)c(CN2CCN(c3ccc(S(=O)(=O)N4CCCC4)cn3)CC2)c1	3	4	100	94	0	93	x	-2
CC(=O)c1ccc(OCc2cc(C(=O)N(C)CCOc3ccc(C)cc3)no2)cc1	-4	10	101	102	23	103	6	0
CCCCCC(=O)Nc1cc(N(C)C)nc2ccccc12	-3	2	102	112	14	114	2	-2
Cc1ccc(NC(=O)CN2C(=O)COc3ccc(C)cc32)nc1	5	10	100	108	4	97	0	-9
Cn1cc([C@@H]2C[C@H]3CN(Cc4cccc(Cl)c4)C(=O)[C@]34CCCN24)c(-c2ccccc2)n1	-9	3	90	88	7	97	-18	6

Later entries.
SMILES	ZTA counter	procasp3 activ	MEP2-GFP yeast	RPL19A-GFP yeast	AHR activator	LAP4-GFP MLPCN	EBNA-1 inh	procasp7 counter
Cc1cnc(C(=O)OCC(=O)NC(C)c2ccccc2)cn1 (stereo not given)	x	-3	101	99	0	101	x	0
Nc1ccc(C(=O)CC(=O)Nc2ccc(Cl)cc2)cc1	-24	-1	111	105	1	109	-2	-5
CCOC(=O)Cn1cc(C#N)c2cccc(CC)c21	15	-1	93	96	1	110	2	9
Cc1cc(/C=C2/SC(=O)N(CC(=O)N3CCCC3)C2=O)ccc1N1CCOCC1	-22	10	91	93	0	95	-2	-5
Cc1ccc(Cn2c(=N)n(CC(=O)c3ccc([N+](=O)[O-])cc3)c3ccccc32)cc1	1	-3	105	102	-1	99	2	0
COc1ccccc1C1=NOC(COC(=O)c2ccc3ccccc3n2)C1 (stereo not given)	-14	-1	101	98	8	105	-1	8
OC[C@H]1OC(O)[C@@H](O)[C@@H](O)[C@@H]1O (stereo not given in full)	-12	-7	101	103	-6	111	0	7
COc1ccc(C(=O)N2CCn3c(C)ccc3C2C)cc1 (stereo not given)	-3	-5	107	106	-3	93	-4	1
CCc1nc(NCCc2ccccn2)c2nnn(Cc3ccccc3F)c2n1	5	2	98	92	5	87	-9	6
CC(C)(C)OC(=O)CNC(=O)c1[nH]cnc1C(=O)NC(c1ccccc1)c1ccccc1	12	15	90	92	2	121	3	2

Reprinted at random: 2 records from the list.
SMILES	ZTA counter	procasp3 activ	MEP2-GFP yeast	RPL19A-GFP yeast	AHR activator	LAP4-GFP MLPCN	EBNA-1 inh	procasp7 counter
Nc1ccc(C(=O)CC(=O)Nc2ccc(Cl)cc2)cc1	-24	-1	111	105	1	109	-2	-5
CC(C)(C)OC(=O)CNC(=O)c1[nH]cnc1C(=O)NC(c1ccccc1)c1ccccc1	12	15	90	92	2	121	3	2

Back to the main list, starting 5 compounds before the break.
SMILES	ZTA counter	procasp3 activ	MEP2-GFP yeast	RPL19A-GFP yeast	AHR activator	LAP4-GFP MLPCN	EBNA-1 inh	procasp7 counter
COc1ccccc1C1=NOC(COC(=O)c2ccc3ccccc3n2)C1 (stereo not given)	-14	-1	101	98	8	105	-1	8
OC[C@H]1OC(O)[C@@H](O)[C@@H](O)[C@@H]1O (stereo not given in full)	-12	-7	101	103	-6	111	0	7
COc1ccc(C(=O)N2CCn3c(C)ccc3C2C)cc1 (stereo not given)	-3	-5	107	106	-3	93	-4	1
CCc1nc(NCCc2ccccn2)c2nnn(Cc3ccccc3F)c2n1	5	2	98	92	5	87	-9	6
CC(C)(C)OC(=O)CNC(=O)c1[nH]cnc1C(=O)NC(c1ccccc1)c1ccccc1	12	15	90	92	2	121	3	2
Cc1[nH]n(-c2cccc(Cl)c2)c(=O)c1-c1ccc(Cl)cc1	7	0	98	94	4	96	1	-3
CNc1nc2ccccc2n1/N=C/c1cccc(OC)c1OC	-8	-1	101	91	-7	112	-8	2
CN(C)c1ccc(/C=N/NC(=O)C[n+]2ccccc2)cc1	4	-1	89	92	2	95	3	3
COc1ccc(CNC(=O)CN(C)Cc2ccc(C(C)(C)C)cc2)cc1	-7	-9	108	102	-2	103	-8	-2
COc1cc(/C=C2\S/C(=N/S(=O)(=O)Cc3ccccc3)NC2=O)c([N+](=O)[O-])cc1OC	39*	2	103	101	1	107	13	2
O=C(COc1ccccc1Cl)NCCCNC(=O)c1cccnc1	-4	3	97	93	8	84	0	13
CC(C)OCC(O)CS(=O)Cc1ccccc1 (stereo not given)	3	3	100	100	-1	101	-7	-9
O=C(COC(=O)C1CCN(c2ccc(C(F)(F)F)cn2)CC1)Nc1ncc(Cl)cc1Cl	5	-1	100	96	7	102	x	3
Cc1cccc(NC(=S)/N=C(\N)Nc2nc(C)c3cc(C)ccc3n2)c1	-19	6	95	94	-11	101	-6	5
Cn1nc(C(F)(F)F)c(/C=N/OC(=O)c2ccc(Cl)cc2)c1Cl	14	-7	101	102	-2	106	11	-7
COc1ccc(Cc2nnc(SCC(=O)Nc3ccc(C)c(C)c3)o2)cc1OC	-26	9	100	93	2	96	-1	4
CC1CCN(C(=O)COc2ncnc3ccccc23)CC1	-6	-4	289*[may fluoresce violet]	46*[may fluoresce violet]	3	74[may fluoresce violet]	-4	3
Cc1c(C(C)CCCO)oc(=O)c2c1Oc1c(C)c(C(C)C[C@H](C)O)oc(=O)c1C2 (stereo not given in full)	-7	-1	95	100	1	101	x	-3
COCCCN1C(=O)C(=O)/C(=C(/O)c2ccccc2)C1c1ccc2c(c1)OCO2 (stereo not given)	1	-10	105	100	1	103	4	-13
CCCNC(=O)COC(=O)/C=C/c1ccco1	-9	-2	106	101	-3	98	-2	2
CC1CN(CCC(=O)Nc2ccc3c(c2)CCC3)CC(C)O1 (stereo not given)	-2	9	100	97	-3	99	5	6
